Assay outcomes from PubChem.
TexasRed fluor: alters Texas Red total fluorescence, flagging assay interference; TRb/SRC2 Texas Red total fluorescence interference; Potency, µM (series often up to 106 µM), for the others: at the highest dose fluorescence change, negative = quenching; 280,000 compounds, 0.29% hits; active = well fitted curve in either direction with a large enough effect; inconclusive = small, poorly fitted or top-dose-only effect
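Human TRb ligand-binding domain at 0.6 uM with 20 nM Texas Red SRC2 peptide in Tris buffer containing 1 uM T3 and 5% DMSO, incubated with compound 5 h at ambient temperature. Total fluorescence (555/632 nm) calculated as parallel + 2 × perpendicular.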
GAA glycogen mod: alters human alpha-glucosidase cleavage of glycogen. P10253. recombinant GAA, glycogen substrate, Amplex Red glucose oxidase fluorescence. Potency, µM (top dose mostly 76.4 µM), inactives show at the highest dose activity change, negative = inhibition, hits mostly inhibitors. 300,000 compounds, 0.38% hits;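 also: 0% = full enzyme reaction and -100% = no-enzyme basal signal; the screen sought inhibitors and activators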
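Recombinant human alpha-glucosidase (4 nM final) hydrolysed bovine liver glycogen (30 ug) for 40 min at 37 C in pH 5.0 citrate/phosphate with 0.01% Tween-20. Released glucose detected by glucose oxidase/Amplex Red, Ex 573/Em 610 nm. Compounds up to 77 uM; AC50 from Hill fits.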
L3MBTL1 inh: inhibitors of human L3MBTL1 | 230,000 compounds, 0.66% hits | AlphaScreen L3MBTL1–H3K9me1 peptide binding | Q9Y468 | Potency, µM (series often up to 57.1 µM), for inactives: top-dose activity, negative = inhibition, hits mostly inhibitors; also: nearly all actives have a fitted effect of over 60% in size
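L3MBTL1 50 nM + b-AHA-H3(1-15)K9me1 75 nM, 30 min RT; compound added, 30 min RT; streptavidin donor/Ni-chelate acceptor beads 10 ug/mL each final, 30 min RT dark; AlphaScreen read.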
GAA spleen mod: lysosomal alpha-glucosidase (human) modulation; 240,000 compounds, 0.006% hits; P10253; Potency, µM (highest dose often 79.9 µM), for inactives: at the highest dose activity change, negative = inhibition, hits mostly inhibitors; human spleen homogenate, 4-MU-alpha-glucoside fluorescence; AID 2112;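 also: 0% = enzyme with vehicle and -100% = no enzyme basal signal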
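AC50 values come from Hill-equation fits of concentration-response data, normalized to no-enzyme and full-activity controls. Enzyme source: 1 ug human spleen homogenate; 1 mM fluorogenic 4-MU glucoside, pH 5.0 citrate buffer, 37 C, 40 min.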
GAA inh: alpha-glucosidase (human) inhibition | 200,000 compounds, 0.005% hits | Potency, µM (series often up to 76.9 µM), for the others: at the top dose activity change, negative = inhibition, actives largely listed as inhibitors | P10253 | AID 1466 | purified human GAA, 4-MU-alpha-glucoside fluorescence;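 also: plate controls were uninhibited enzyme wells for no effect and no-enzyme background for full effect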
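Compounds are titrated up to 77 uM against 4 nM human enzyme. Substrate 4-methylumbelliferyl-alpha-D-pyranoside (400 uM) reacts 20 min at room temperature in pH 5.0 buffer; liberated 4-methylumbelliferone is read at 440 nm.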
GoLoco inh red: blocks human Gai1 binding to RGS12 GoLoco peptide, red readout | Potency, µM (top dose mostly 61.6 µM), for the others: at the top dose activity, negative = inhibition, hits mostly inhibitors | P63096 | 230,000 compounds, 0.44% hits | Gai1:RGS12 GoLoco peptide FP, rhodamine, 10 min | AID 880; active = well fitted inhibition curve with a large enough effect, not every such curve was filed as active; inactive = no such curve, though single readings can be large or run the other way; also: nearly all actives have a fitted effect of over 30% in size; many of its hits are not listed in these tables
RECQ1 inh: RECQ1 (human) helicase inhibition; AID 2549; P46063; Potency, µM (doses to about 57.3 µM), inactives show at the top dose activity, negative = inhibition, usual class: inhibitors; RECQ1 DNA unwinding, red fluorescence kinetic read; 240,000 compounds, 0.54% hits;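 also: plate controls were vehicle for no effect and no enzyme for full effect; nearly all actives have a fitted effect of over 30% in size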
Target sequence (P46063 whole entry, looked up): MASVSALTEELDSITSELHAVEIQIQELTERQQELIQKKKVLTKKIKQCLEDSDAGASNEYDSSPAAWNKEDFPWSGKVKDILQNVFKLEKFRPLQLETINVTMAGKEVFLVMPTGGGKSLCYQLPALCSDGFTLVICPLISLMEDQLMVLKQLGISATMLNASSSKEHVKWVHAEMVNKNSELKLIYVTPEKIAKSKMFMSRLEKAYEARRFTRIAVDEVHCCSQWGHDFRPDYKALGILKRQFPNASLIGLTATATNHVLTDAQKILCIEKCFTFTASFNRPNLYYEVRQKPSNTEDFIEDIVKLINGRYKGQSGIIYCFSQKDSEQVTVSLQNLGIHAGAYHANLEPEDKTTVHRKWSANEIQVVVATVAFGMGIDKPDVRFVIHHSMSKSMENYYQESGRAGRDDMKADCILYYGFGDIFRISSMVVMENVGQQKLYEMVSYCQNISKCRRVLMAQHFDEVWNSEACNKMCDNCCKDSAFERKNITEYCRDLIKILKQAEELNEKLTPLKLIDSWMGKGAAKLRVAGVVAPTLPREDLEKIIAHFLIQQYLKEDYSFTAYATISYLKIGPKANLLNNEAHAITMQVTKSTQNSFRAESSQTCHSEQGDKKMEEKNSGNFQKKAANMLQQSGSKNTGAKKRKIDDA
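RECQ1T1 50 nM; forked duplex (20 bp + 30-nt ss tails) 200 nM, ATP 2 mM final; pH 8.0, 2 mM MgCl2, 2.5 ug/ml poly(dI-dC); 15 min compound preincubation; discontinuous kinetic read over 2 h at RT.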
TRb-SRC2 inh: TRbeta-SRC2 interaction inhibition; TRbeta-SRC2 peptide binding, fluorescence polarization; receptor liganded with 1 µM T3; Potency, µM (series often up to 106 µM), for inactives: at the top dose activity change, negative = inhibition, usual class: inhibitors; 280,000 compounds, 0.065% hits; AID 1469;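 also: plate controls were bound peptide for no effect and peptide without receptor for full effect; nearly all actives have a fitted effect of over 50% in size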
Target sequence (P10828 whole entry, looked up): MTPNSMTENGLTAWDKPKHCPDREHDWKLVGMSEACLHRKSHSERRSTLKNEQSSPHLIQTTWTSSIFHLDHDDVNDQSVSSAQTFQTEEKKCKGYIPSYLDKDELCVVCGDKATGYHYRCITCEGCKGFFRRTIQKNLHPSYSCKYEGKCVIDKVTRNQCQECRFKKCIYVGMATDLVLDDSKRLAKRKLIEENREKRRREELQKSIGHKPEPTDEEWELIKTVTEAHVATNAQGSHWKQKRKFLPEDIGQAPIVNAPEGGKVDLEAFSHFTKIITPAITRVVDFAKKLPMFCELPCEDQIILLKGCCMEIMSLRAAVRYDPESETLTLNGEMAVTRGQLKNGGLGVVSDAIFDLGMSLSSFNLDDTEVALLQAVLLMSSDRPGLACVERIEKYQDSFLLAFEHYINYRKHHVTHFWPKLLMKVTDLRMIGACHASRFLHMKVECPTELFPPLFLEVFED
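Assay buffer: 20 mM Tris-HCl, 100 mM NaCl, 10% glycerol, 1 mM EDTA, 0.01% NP-40, 1 mM DTT, 1 uM T3, 5% DMSO; TRb LBD 0.6 uM, Texas Red SRC2 20 nM; FP after 5 hr.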
* = called active by the depositor; i = inactive; ? = inconclusive; . = not tested or not shown; & = joins results of further samples; [ ] = remark or other dose. Unless noted, calls follow the shape of the dose curve; as a rule, active = well fitted curve in the direction sought with a large enough effect; inconclusive = small, poorly fitted or top-dose-only effect, or another doubt; inactive = no such curve, though single readings can be large; an effect the other way counts as inactive or inconclusive. Unless noted, % is scaled to controls: 0 for no effect and ±100 for the full control effect; potency is read from the fitted curve at half-maximal effect. This is a subset (hit frequency here may not be typical).

Letters – A = TexasRed fluor; B = GAA glycogen mod; C = L3MBTL1 inh; D = GAA spleen mod; E = GAA inh; F = GoLoco inh red; G = RECQ1 inh; H = TRb-SRC2 inh
> O=C(NNc1nc2c(F)cccc2s1)c1ccc(F)cc1
  A: -3% | B: ? | C: 2% | D: -1% | E: 1% | F: -4% | G: -9% | H: -6%
> CCC(=O)NC(c1ccc(C)cc1)c1cc([N+](=O)[O-])c2cccnc2c1O (centres undefined)
  A: 3% | B: -3% | C: 22µM* | D: 1% | E: -3% | F: -15% | G: -1% | H: 8%
> CCOc1cc([C@@H]2C[C@H]3CN(c4ccccc4)C(=O)[C@]34CCCN24)ccc1OC
  A: -2% | B: -12% | C: -11% | D: -1% | E: -10% | F: 121%[activator] | G: -2% | H: -3%
> COc1ccc(/C=N/n2cnc3c([nH]c4ccccc43)c2=O)cc1COc1ccccn1
  A: -1% | B: -11% | C: . | D: 6% | E: 2% | F: 25% | G: -17% | H: 1%
> COC(=O)CCCC1=CC2=CC(=O)C(C)(OC(=O)CCc3ccccc3)C(=O)C2=CO1 (centres undefined)
  A: ? | B: -3% | C: . | D: 5%&-5%&6% | E: . | F: 10%&-1%&107% | G: ? | H: 4%&8%&-2%
> O=C(N/N=C/c1ccc(-c2cccc(C(F)(F)F)c2)o1)c1ccccc1Br
  A: 0% | B: 9% | C: ? | D: -7% | E: -1% | F: 8% | G: i | H: -3%
> Cc1cc(Cl)ccc1Oc1nccc(N(C)C)c1C#N
  A: -3% | B: -1% | C: 4% | D: 5% | E: 0% | F: 10% | G: i | H: 4%
> CCCC(=O)Nc1nc2ccc3nc(C)sc3c2s1
  A: 0% | B: 0% | C: . | D: -5% | E: -7% | F: 3% | G: -9% | H: -2%
> COc1cc(NC(=O)c2ccccc2Cl)c(OC)cc1NC(=O)CN1CCCCC1
  A: -11% | B: 4% | C: 14% | D: 0% | E: 9% | F: -8% | G: i | H: -5%
> CCC(CC)NC(=O)c1ccccc1Oc1ccccc1
  A: -2% | B: -1% | C: . | D: 4% | E: 1% | F: 7% | G: i | H: 1%
> CCCOc1ccc(/C=N/NC(=O)CSc2ccccn2)cc1OC
  A: -1% | B: 2% | C: 6% | D: 0% | E: -10%[15.4 µM] | F: 11% | G: i | H: -5%
> COc1ccc(OC)c(NC(=O)CNC(=O)Cn2cnc3ccccc3c2=O)c1
  A: 0% | B: -1% | C: . | D: -13% | E: -3% | F: 3% | G: i | H: -1%
> O=C(NCCc1c[nH]c2ccccc12)/C(=C\c1cccs1)NC(=O)c1ccccc1
  A: 0% | B: -8% | C: -14% | D: -5% | E: 1% | F: 10% | G: i | H: 1%
> C=CCNC(=O)CCCC(=O)NCC=C
  A: -6% | B: 4% | C: 0% | D: -11% | E: -1% | F: 5% | G: 8% | H: -12%
> O=C(CCC(=O)N(CC(=O)NC1CCCC1)Cc1cccs1)Nc1nccs1
  A: 2% | B: -9% | C: 3% | D: -6% | E: 5% | F: 7% | G: -4% | H: -1%
> COc1ccc(/C(O)=C2/C(=O)C(=O)N(CC3CCCO3)C2c2ccc(OC)c(OC)c2)cc1 (centres undefined)
  A: -2% | B: 4% | C: 8% | D: -2% | E: 1% | F: 0% | G: -3% | H: -2%
> NC(=O)c1nsc(C(=O)N(CC(=O)NC2CCCC2)Cc2ccc3c(c2)OCO3)c1N
  A: -3% | B: -3% | C: 8% | D: -2% | E: 2% | F: 15% | G: 5% | H: -2%
> CS/C(N)=N/S(=O)(=O)c1ccc(NC(C)=O)cc1
  A: -2% | B: 6% | C: . | D: 0% | E: . | F: -1% | G: i | H: 0%
> Cc1c(NC(=O)CSc2nnnn2-c2ccc(O)cc2)c(=O)n(-c2ccccc2)n1C
  A: 0% | B: 2% | C: . | D: -3% | E: 10% | F: -1% | G: -11% | H: 7%
> CS(=O)(=O)N1CCN(CCN2C(=O)c3cccc4cccc(c34)C2=O)CC1
  A: -3% | B: 0% | C: 16% | D: 0% | E: 10% | F: 16% | G: i | H: 2%
> COc1ccc(N2C(=O)CC(Sc3ncccc3C(=O)O)C2=O)cc1 (centres undefined)
  A: -3% | B: 0% | C: . | D: 4% | E: -5% | F: 4% | G: -3% | H: -2%
> CCOC(=O)C1(Cc2cccc(OC)c2)CCCN(Cc2cnn(C)c2)C1 (centres undefined)
  A: -2% | B: -6% | C: 13% | D: 7% | E: -3% | F: -42% | G: i | H: 1%
> Cc1cnn(-c2cc(N/N=C/c3cccc(F)c3)ncn2)c1
  A: -1% | B: 2% | C: 7% | D: 0% | E: 0% | F: -9% | G: 0% | H: -3%
> CCOC(=O)c1c[nH]c(=O)c(Br)c1O
  A: 4% | B: -8% | C: 11% | D: 2% | E: -4% | F: 5% | G: -8% | H: -3%
> CC(C)c1ccc(NS(=O)(=O)c2cn(C)c(=O)n(C)c2=O)cc1
  A: -5% | B: 7% | C: 6% | D: -2% | E: 3% | F: -4% | G: -10% | H: -8%

5 structures from above, arranged by formula weight, rising.
Letters – A = TexasRed fluor; B = GAA glycogen mod; C = L3MBTL1 inh; D = GAA spleen mod; E = GAA inh; F = GoLoco inh red; G = RECQ1 inh; H = TRb-SRC2 inh
> CCC(CC)NC(=O)c1ccccc1Oc1ccccc1
  A: -2% | B: -1% | C: . | D: 4% | E: 1% | F: 7% | G: i | H: 1%
> Cc1cnn(-c2cc(N/N=C/c3cccc(F)c3)ncn2)c1
  A: -1% | B: 2% | C: 7% | D: 0% | E: 0% | F: -9% | G: 0% | H: -3%
> CS(=O)(=O)N1CCN(CCN2C(=O)c3cccc4cccc(c34)C2=O)CC1
  A: -3% | B: 0% | C: 16% | D: 0% | E: 10% | F: 16% | G: i | H: 2%
> COC(=O)CCCC1=CC2=CC(=O)C(C)(OC(=O)CCc3ccccc3)C(=O)C2=CO1 (centres undefined)
  A: ? | B: -3% | C: . | D: 5%&-5%&6% | E: . | F: 10%&-1%&107% | G: ? | H: 4%&8%&-2%
> Cc1c(NC(=O)CSc2nnnn2-c2ccc(O)cc2)c(=O)n(-c2ccccc2)n1C
  A: 0% | B: 2% | C: . | D: -3% | E: 10% | F: -1% | G: -11% | H: 7%

(list continues)
Letters – A = TexasRed fluor; B = GAA glycogen mod; C = L3MBTL1 inh; D = GAA spleen mod; E = GAA inh; F = GoLoco inh red; G = RECQ1 inh; H = TRb-SRC2 inh
> COc1ccc(-c2cnc(OC(C)(C)C)nc2OC(C)(C)C)cc1OC
  A: 1% | B: 5% | C: . | D: -6% | E: -8% | F: 6% | G: 13% | H: 10%
> CCc1nnc(NC(=O)[C@@H](NC(=O)c2cccc(C)c2)C(C)C)s1
  A: 1% | B: -6% | C: -4% | D: 0% | E: -1% | F: . | G: 1% | H: 7%
> O=C(C1CCCCC1)N1CCC(c2nc3ccccc3[nH]2)CC1
  A: -2% | B: -4% | C: . | D: 3% | E: 2% | F: -26% | G: 5% | H: -4%
> Cc1ccc(S(=O)(=O)Nc2ccc3c(c2)nc(CN2CCCC2)n3C)cc1
  A: -1% | B: -14% | C: . | D: 6% | E: 5% | F: 8% | G: i | H: -3%
> COc1cc(C2CC(=O)c3cnc(NC(C)=O)nc3C2)cc(OC)c1OC (centres undefined)
  A: 2% | B: 2% | C: 4% | D: -1% | E: -3% | F: -16% | G: -2% | H: 9%
> COc1cccc(N=c2oc3ccccc3cc2-c2nc3ccccc3[nH]2)c1
  A: -3% | B: 0% | C: -12% | D: -3% | E: -9% | F: 14% | G: -7% | H: 4%
> Cc1ccc(NCN2C(=O)C(=O)c3ccccc32)nc1
  A: 1% | B: -7% | C: -1% | D: -6% | E: 7% | F: -2% | G: -14% | H: 1%
> C=CCc1cc(/C=C2/NC(=O)N(CC)C2=O)cc(OCC)c1OCc1ccc(C(=O)O)cc1
  A: 3% | B: 11% | C: 15% | D: -4% | E: -9% | F: 1% | G: -20% | H: 0%
> COc1ccc(-c2nnn(CC(=O)N3CCN(c4ccccc4OC)CC3)n2)cc1OC
  A: 26% | B: -4% | C: -16% | D: -2% | E: 11% | F: -6% | G: 5% | H: ?
> Cc1cc(/C=C(\C#N)C(=O)NC2CC2)c(C)[nH]1
  A: -1% | B: 3% | C: -13% | D: -5% | E: -1% | F: 10% | G: -11% | H: 7%
> NCCC[C@@H](CC(=O)N[C@@H]1CCNC[C@H]1C(=O)N[C@H](CC(=O)N[C@@H](CCC(=O)O)CC(=O)O)Cc1ccccc1)NC(=O)C[C@H](Cc1ccccc1)NC(=O)[C@@H]1CCCC[C@H]1N
  A: -3% | B: . | C: . | D: 2% | E: . | F: -3% | G: 1% | H: 2%
> O=C1C=CC(=O)N1c1ccc(Sc2ccc([N+](=O)[O-])cc2)cc1
  A: -3% | B: 8% | C: -15% | D: -4% | E: ? | F: -30% | G: -7% | H: 1%
> Cc1nn(C)cc1CNC(=O)C1C2CCC(O2)C1C(=O)O (centres undefined)
  A: -2% | B: -2% | C: -5% | D: 11% | E: -13% | F: 4% | G: -2% | H: 1%
> O=C(NCc1ccccc1)N1CCn2c(nc3ccccc32)C1
  A: -2% | B: 1% | C: 6% | D: 0% | E: 5% | F: -3% | G: 1% | H: -6%
> CCCC(=O)Nc1cc(=O)n(C)c(=O)n1C
  A: -3% | B: 5% | C: -4% | D: -4% | E: -8%[15.4 µM] | F: -8% | G: 0% | H: 1%
> O=C(Nc1cccc(S(=O)(=O)N2CCOCC2)c1)c1cnccn1
  A: -5% | B: -10% | C: 6% | D: -2% | E: -5% | F: 1% | G: i | H: -5%
> O=C(NCCO)C(F)(F)C(F)(F)C(F)(F)OC(F)(C(=O)NCCO)C(F)(F)F (centres undefined)
  A: 0% | B: 6% | C: . | D: -1% | E: -6% | F: -13% | G: -1% | H: -16%
